From PubChem BioAssay
tim23-1 inh: growth inhibitors of tim23-1 mutant yeast, primary screen, luminescence, uHTS; inhibition, % at 20 µM; 330,000 compounds, 1.3% hits; S. cerevisiae tim23-1 growth, BacTiter-Glo luminescence, 24 h;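 active = growth inhibition of the mutant yeast at or above 50%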;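 also: temperature-sensitive mutant grown at 25 °C; plate controls were DMSO-treated mutant yeast for no effect and medium wells lacking yeast for full effect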
tim10-1 inh: growth inhibitors of tim10-1 mutant yeast, primary screen, luminescence, uHTS; S. cerevisiae tim10-1 ts strain growth, BacTiter-Glo, 24 h; AID 463190, 2010; 330,000 compounds, 2.2% hits; inhibition, % at 20 µM;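 active = inhibition of at least 40%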;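 also: mutant grown at 25 °C; 0% = DMSO wells with yeast and 100% = wells holding no yeast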
NALP3 yeast inh: NALP3 inflammasome inhibitors in reconstituted yeast, primary screen, luminescence, uHTS; Yeast reconstituted NLRP3/ASC/caspase-1, beta-gal luminescence, 24 h; inhibition, % at 10 µM; 330,000 compounds, 0.39% hits;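 active = inhibition of 50% or more; inactive = inhibition below 50%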;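 also: plate controls were induced DMSO wells for no effect and uninduced yeast grown without galactose for full effect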
APJ ag: agonists of human apelin receptor APJ, primary screen, CHO-K1 cells, PathHunter beta-arrestin, luminescence. P35414. 0% DMSO wells, 100% apelin. activation, % at 20 µM. 330,000 compounds, 0.11% hits. AID 2520, 2010;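 active = activation more than six SD over the plate average, tested at 20 µM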;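 also: 0% = DMSO alone and 100% = apelin-13 at 10 nM; some results filed as inactive read as strong as hits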
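Test system: CHO-K1 APJ beta-arrestin complementation cell line | Compound: Single test compound dose, 20 µM final, 1% DMSO | Incubation: Compound 90 min 25 °C, reagent 1 h | Measured by: beta-gal luminescence | Read-out basis: APJ–arrestin association signal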
CHOP UPR activ: activators of apoptotic CHOP UPR arm, primary screen, cell-based, CHO-CHOP luciferase reporter, luminescence, uHTS; UPR activation; percent of tunicamycin response over DMSO baseline; activation, % at 10 µM; 330,000 compounds, 0.34% hits; AID 449763, 2010;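 active = at 10 µM dose, activation of 40% or more, normalized to positive control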;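 also: 100% = tunicamycin at 10 µg/mL and 0% = DMSO alone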
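System: CHO CHOP reporter cells. Amount: 500 cells per well. Buffer or medium: F12 medium, 10% FBS. Compound dosing: one dose, 10 µM in 0.5% DMSO. Incubation: 6 h compound exposure at 37 °C after overnight seeding. Technique: Steady-Glo luciferase luminescence. Benchmarks: tunicamycin and DMSO controls.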
Mdm2-MdmX inh: inhibitors of human Mdm2-MdmX association, primary screen, cell-based, luminescence, split luciferase, SaOS-2, uHTS. Protein Mdm4 (Homo sapiens) + E3 ubiquitin-protein ligase Mdm2 (Homo sapiens), …. SaOS-2 split-luciferase Mdm2/MdmX complementation. inhibition, % at 8 µM. 330,000 compounds, 3% hits. AID 485346, 2010;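 active = inhibition of at least 50% at 8 µM in the primary screen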
Target sequence (O15151 whole entry, looked up): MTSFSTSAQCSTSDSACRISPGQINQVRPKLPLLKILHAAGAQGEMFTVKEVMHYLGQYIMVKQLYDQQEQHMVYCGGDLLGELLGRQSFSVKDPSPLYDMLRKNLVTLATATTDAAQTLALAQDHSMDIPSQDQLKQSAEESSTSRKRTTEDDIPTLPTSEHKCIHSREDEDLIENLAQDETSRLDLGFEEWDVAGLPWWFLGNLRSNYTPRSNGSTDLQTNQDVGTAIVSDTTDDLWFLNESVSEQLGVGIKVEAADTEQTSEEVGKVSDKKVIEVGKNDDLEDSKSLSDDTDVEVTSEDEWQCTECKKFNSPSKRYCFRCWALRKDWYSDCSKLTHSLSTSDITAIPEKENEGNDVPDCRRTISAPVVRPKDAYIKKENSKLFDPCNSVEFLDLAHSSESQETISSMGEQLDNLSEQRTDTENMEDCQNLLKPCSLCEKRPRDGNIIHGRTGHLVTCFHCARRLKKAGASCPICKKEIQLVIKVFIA
Target sequence (Q00987 whole entry, looked up): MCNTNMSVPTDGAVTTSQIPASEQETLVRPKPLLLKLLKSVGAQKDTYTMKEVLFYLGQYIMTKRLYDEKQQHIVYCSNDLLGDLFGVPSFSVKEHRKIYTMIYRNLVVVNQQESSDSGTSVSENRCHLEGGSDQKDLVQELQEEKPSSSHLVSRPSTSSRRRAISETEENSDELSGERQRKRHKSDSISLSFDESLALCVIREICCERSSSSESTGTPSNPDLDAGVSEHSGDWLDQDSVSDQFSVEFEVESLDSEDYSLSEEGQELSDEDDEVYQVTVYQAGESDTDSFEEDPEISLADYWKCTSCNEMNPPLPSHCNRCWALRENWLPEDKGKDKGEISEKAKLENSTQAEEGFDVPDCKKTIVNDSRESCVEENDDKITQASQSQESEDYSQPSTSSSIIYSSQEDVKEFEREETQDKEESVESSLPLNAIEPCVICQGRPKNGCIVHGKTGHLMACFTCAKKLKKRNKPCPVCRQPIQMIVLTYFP
GRIN3A LBD mod: binders of NR3A ligand-binding domain, primary screen, biophysical, differential scanning fluorimetry, uHTS | NR3A LBD differential scanning fluorimetry, Tm shift; 0% = protein alone, 100% = glycine-bound protein | AID 1259313, 2017 | 340,000 compounds, 2.5% hits | Tm shift relative to glycine control, % at 25 µM | Glutamate receptor ionotropic, NMDA 3A (GRIN3A) ligand-binding domain;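 active = melting temperature shift of at least 10% of the positive control shift, at one fixed dose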
UPR XBP1 act: activators of adaptive XBP1 UPR arm, primary screen, cell-based, CHO-XBP1 luciferase reporter, luminescence, uHTS. IRE1-XBP1 UPR activation; percent of tunicamycin response, DMSO as zero. activation, % at 20 µM. 330,000 compounds, 0.33% hits;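 active = versus positive control, 20 µM dose yields 30% or more activation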;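 also: 100% = tunicamycin at 10 µg/mL and 0% = DMSO only wells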
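Assay system: IRE1-XBP1 luciferase reporter CHO line. Input: 1000 cells/well. Buffer or medium: F12 with 10% serum. Doses: 20 µM, 1% DMSO. Times: overnight seeding at 37 °C, 6 h compound treatment at 37 °C. Technique: Steady-Glo luciferase glow luminescence, 10 min after reagent addition.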
TIM10 inh: growth inhibitors of isogenic TIM10 control yeast, primary screen, counter-screen for tim10-1 yeast inhibitor project, luminescence, uHTS. inhibition, % at 10 µM. 330,000 compounds, 1.4% hits. S. cerevisiae TIM10 strain growth, BacTiter-Glo luminescence, 24 h;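 active = inhibition of 40% or more at the single tested concentration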;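 also: wild-type TIM10 isogenic control strain grown at permissive 25 °C; 0% = DMSO yeast wells and 100% = minimal medium wells without yeast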
Starred values were filed as active, the others as inactive.

Results for Cc1c(/C=N/n2cnnc2)c2ccccc2n1CCOc1ccccc1 ?
tim23-1 inh: 6; tim10-1 inh: 18; NALP3 yeast inh: 12; APJ ag: 3; CHOP UPR activ: 1.1; Mdm2-MdmX inh: 20; GRIN3A LBD mod: 3; UPR XBP1 act: 10; TIM10 inh: 25

What do the screens show for `COc1cccc(C(=O)O/N=C(\N)CS(=O)(=O)c2ccccc2)c1`?
tim23-1 inh: 10; tim10-1 inh: 0; NALP3 yeast inh: 7; APJ ag: 7; CHOP UPR activ: 1.0; Mdm2-MdmX inh: -5; GRIN3A LBD mod: -1; UPR XBP1 act: -1; TIM10 inh: 9

How did Cc1cc(C)c(NC(=O)CCc2c(C)noc2C)c(C)c1 do in these assays?
tim23-1 inh: 9; tim10-1 inh: 5; NALP3 yeast inh: 6; APJ ag: -2; CHOP UPR activ: 0.1; Mdm2-MdmX inh: -13; GRIN3A LBD mod: 0; UPR XBP1 act: -1; TIM10 inh: 1

What do the screens show for `Cc1cccc(NC(=O)C2CCCN2C(=O)Oc2ccccc2)c1` (stereo unspecified)?
tim23-1 inh: 23; tim10-1 inh: 18; NALP3 yeast inh: 7; APJ ag: 4; CHOP UPR activ: -1.0; Mdm2-MdmX inh: 23; GRIN3A LBD mod: 0; UPR XBP1 act: -3; TIM10 inh: 17

What do the screens show for `O=C(COc1ccccc1)N1CCN=C1SCc1cccc(F)c1`?
tim23-1 inh: -2; tim10-1 inh: -19; NALP3 yeast inh: 13; APJ ag: -4; CHOP UPR activ: 1.0; Mdm2-MdmX inh: -3; GRIN3A LBD mod: 0; UPR XBP1 act: -2; TIM10 inh: -25

What do the screens show for `CC(C)Oc1cccc(C(=O)N2CCCC2)c1`?
tim23-1 inh: 20; tim10-1 inh: 0; NALP3 yeast inh: -5; APJ ag: -3; CHOP UPR activ: -2.0; Mdm2-MdmX inh: -49; GRIN3A LBD mod: -6; UPR XBP1 act: -1; TIM10 inh: 9

Results for Cc1ccc(CN(c2ccc(C(=O)Nc3cccnc3)cc2)S(C)(=O)=O)cc1 ?
tim23-1 inh: 16; tim10-1 inh: 23; NALP3 yeast inh: 11; APJ ag: -3; CHOP UPR activ: -2.4; Mdm2-MdmX inh: 11; GRIN3A LBD mod: 5; UPR XBP1 act: 0; TIM10 inh: -15

How did CCN1CCN(c2ccc(S(=O)(=O)N3CCCCC3)cc2NC(=O)c2ccc(F)cc2)CC1 do in these assays?
tim23-1 inh: 7; tim10-1 inh: 14; NALP3 yeast inh: 17; APJ ag: -5; CHOP UPR activ: 0.3; Mdm2-MdmX inh: 31; GRIN3A LBD mod: -1; UPR XBP1 act: -1; TIM10 inh: 10

Results for Cc1ccc(CC(=O)Nc2ccc(S(=O)(=O)N3CCOCC3)cc2)cc1 ?
tim23-1 inh: 4; tim10-1 inh: 3; NALP3 yeast inh: 6; APJ ag: -3; CHOP UPR activ: 1.8; Mdm2-MdmX inh: 14; GRIN3A LBD mod: -1; UPR XBP1 act: -3; TIM10 inh: -1

Results for O=C(c1cccc(S(=O)(=O)N2CCCC2)c1)N1CCN(Cc2ccccc2)CC1 ?
tim23-1 inh: -17; tim10-1 inh: -9; NALP3 yeast inh: -9; APJ ag: -2; CHOP UPR activ: 0.2; Mdm2-MdmX inh: -17; GRIN3A LBD mod: 0; UPR XBP1 act: -1; TIM10 inh: -10

Results for O=C(Nc1ccc(-c2nc3ccccc3o2)cc1)c1cc(-n2cnnc2)ccc1Cl ?
tim23-1 inh: -1; tim10-1 inh: -2; NALP3 yeast inh: -5; APJ ag: 5; CHOP UPR activ: 5.3; Mdm2-MdmX inh: 6; GRIN3A LBD mod: -12; UPR XBP1 act: 5; TIM10 inh: -8

How did CCn1c(=O)cc(OCC(=O)Nc2cccc(C)n2)c2ccccc21 do in these assays?
tim23-1 inh: -1; tim10-1 inh: 0; NALP3 yeast inh: 4; APJ ag: 1; CHOP UPR activ: -0.3; Mdm2-MdmX inh: 4; GRIN3A LBD mod: -1; UPR XBP1 act: 3; TIM10 inh: -1

What do the screens show for `COc1ccc(C2Nc3ccccc3C(=O)N2NS(C)(=O)=O)cc1OC` (stereo unspecified)?
tim23-1 inh: 7; tim10-1 inh: 5; NALP3 yeast inh: -1; APJ ag: -3; CHOP UPR activ: 0.5; Mdm2-MdmX inh: 4; GRIN3A LBD mod: -1; UPR XBP1 act: -4; TIM10 inh: 4

Results for CC(=O)NC(Cc1cccc(F)c1)C(=O)NC1CCN(c2ncccc2[N+](=O)[O-])CC1 (stereo unspecified) ?
tim23-1 inh: 4; tim10-1 inh: 1; NALP3 yeast inh: 12; APJ ag: -2; CHOP UPR activ: -0.2; Mdm2-MdmX inh: 4; GRIN3A LBD mod: -2; UPR XBP1 act: -2; TIM10 inh: -16

Results for Cc1cc(N/N=C/c2ccc([N+](=O)[O-])o2)nc2ccccc12 ?
tim23-1 inh: -55; tim10-1 inh: 9; NALP3 yeast inh: 39; APJ ag: -3; CHOP UPR activ: 3.2; Mdm2-MdmX inh: 14; GRIN3A LBD mod: 14*; UPR XBP1 act: 6; TIM10 inh: 40

Results for O=C(C1CC(c2cccc(Br)c2)=NO1)N1CCc2ccccc2C1 (stereo unspecified) ?
tim23-1 inh: 44; tim10-1 inh: 29; NALP3 yeast inh: 5; APJ ag: -6; CHOP UPR activ: -1.3; Mdm2-MdmX inh: 11; GRIN3A LBD mod: -5; UPR XBP1 act: 1; TIM10 inh: 28

What do the screens show for `CC(=O)Nc1ccc(SCC(=O)Nc2ccccc2Oc2ccccc2)cc1`?
tim23-1 inh: 15; tim10-1 inh: 10; NALP3 yeast inh: -7; APJ ag: -5; CHOP UPR activ: -1.1; Mdm2-MdmX inh: 21; GRIN3A LBD mod: 2; UPR XBP1 act: 1; TIM10 inh: 0

Results for O=C(OCc1ccc([N+](=O)[O-])cc1)c1cc(=O)c2ccccc2o1 ?
tim23-1 inh: 1; tim10-1 inh: 8; NALP3 yeast inh: -4; APJ ag: -1; CHOP UPR activ: 1.0; Mdm2-MdmX inh: -13; GRIN3A LBD mod: 1; UPR XBP1 act: 3; TIM10 inh: 2

What do the screens show for `Cc1cc(NCCCN2CCOCC2)n2nc(C)c(-c3ccc(F)cc3)c2n1`?
tim23-1 inh: 15; tim10-1 inh: -16; NALP3 yeast inh: 19; APJ ag: -1; CHOP UPR activ: 0.8; Mdm2-MdmX inh: 15; GRIN3A LBD mod: 2; UPR XBP1 act: -3; TIM10 inh: 19

How did COc1ccc(-c2cc(C(=O)NCc3ccco3)c3ccccc3n2)cc1 do in these assays?
tim23-1 inh: 23; tim10-1 inh: 9; NALP3 yeast inh: -4; APJ ag: -3; CHOP UPR activ: -0.5; Mdm2-MdmX inh: -43; GRIN3A LBD mod: 3; UPR XBP1 act: -2; TIM10 inh: 3

Among those listed so far, these have a furan ring, fused or not:
Results for Cc1cc(N/N=C/c2ccc([N+](=O)[O-])o2)nc2ccccc12 ?
tim23-1 inh: -55; tim10-1 inh: 9; NALP3 yeast inh: 39; APJ ag: -3; CHOP UPR activ: 3.2; Mdm2-MdmX inh: 14; GRIN3A LBD mod: 14*; UPR XBP1 act: 6; TIM10 inh: 40

How did COc1ccc(-c2cc(C(=O)NCc3ccco3)c3ccccc3n2)cc1 do in these assays?
tim23-1 inh: 23; tim10-1 inh: 9; NALP3 yeast inh: -4; APJ ag: -3; CHOP UPR activ: -0.5; Mdm2-MdmX inh: -43; GRIN3A LBD mod: 3; UPR XBP1 act: -2; TIM10 inh: 3

(further entries)
What do the screens show for `COc1ccc(-c2c(C#Cc3ccsc3)c3cc(-c4ccc5[nH]ccc5c4)ccc3n2C)cc1`?
tim23-1 inh: 7; tim10-1 inh: 5; NALP3 yeast inh: 0; APJ ag: -1; CHOP UPR activ: -1.1; Mdm2-MdmX inh: 10; GRIN3A LBD mod: 11*; UPR XBP1 act: 4; TIM10 inh: 0

What do the screens show for `Cc1nc2scc(C)n2c(=O)c1S(=O)(=O)NCC1CCN(Cc2ccc(F)cc2)CC1`?
tim23-1 inh: 9; tim10-1 inh: 7; NALP3 yeast inh: 20; APJ ag: -4; CHOP UPR activ: 1.8; Mdm2-MdmX inh: 6; GRIN3A LBD mod: -3; UPR XBP1 act: -9; TIM10 inh: -1

Results for Cc1cc(C)cc(N(CC(=O)N2CCCCCC2)S(C)(=O)=O)c1 ?
tim23-1 inh: -5; tim10-1 inh: -11; NALP3 yeast inh: 5; APJ ag: -2; CHOP UPR activ: -0.8; Mdm2-MdmX inh: 4; GRIN3A LBD mod: -1; UPR XBP1 act: -5; TIM10 inh: 1

What do the screens show for `CCOC(=O)c1ccc(NC(=O)CSc2nc3sc(C(=O)O)c(C)c3c(=O)[nH]2)cc1`?
tim23-1 inh: 8; tim10-1 inh: -6; NALP3 yeast inh: 14; APJ ag: -1; CHOP UPR activ: 1.3; Mdm2-MdmX inh: 1; GRIN3A LBD mod: -3; UPR XBP1 act: -4; TIM10 inh: 8

Results for CC12C=CC3(O1)C(C(=O)N1CCCOC13)C2C(=O)O (stereo unspecified) ?
tim23-1 inh: 4; tim10-1 inh: 0; NALP3 yeast inh: 3; APJ ag: 2; CHOP UPR activ: -0.3; Mdm2-MdmX inh: -3; GRIN3A LBD mod: -1; UPR XBP1 act: -3; TIM10 inh: -13

Results for COc1ccc(S(=O)(=O)N(CC(=O)N2CCN(C)CC2)c2ccccc2)cc1OC ?
tim23-1 inh: 12; tim10-1 inh: 10; NALP3 yeast inh: 19; APJ ag: 0; CHOP UPR activ: -1.3; Mdm2-MdmX inh: 11; GRIN3A LBD mod: 0; UPR XBP1 act: 0; TIM10 inh: -13

How did CCOC1(C)OCC(=O)[C@]2(CCC3C4CCC5=CC(=O)C=CC5(C)C4C(=O)CC32C)O1 (stereo partly specified) do in these assays?
tim23-1 inh: 14; tim10-1 inh: 27; NALP3 yeast inh: 22; APJ ag: 0; CHOP UPR activ: 0.8; Mdm2-MdmX inh: -19; GRIN3A LBD mod: -1; UPR XBP1 act: 0; TIM10 inh: 20

Results for CCc1cccc(C)c1NC(=O)CC1Oc2ccc(C)cc2NC1=O (stereo unspecified) ?
tim23-1 inh: -4; tim10-1 inh: -4; NALP3 yeast inh: -6; APJ ag: -4; CHOP UPR activ: 1.3; Mdm2-MdmX inh: 3; GRIN3A LBD mod: 1; UPR XBP1 act: -3; TIM10 inh: -13
